HP1b chromo inh: inhibitors of HP1-beta chromodomain binding to methylated histone tails | AlphaScreen HP1-beta / biotin-H3K9me3 peptide binding | Potency, µM (titrated, usually from 114 µM), for inactives: at the top dose activity change, negative = inhibition, most hits filed as inhibitors | actives 0.56% (n = 390,000); further: nearly all actives have a fitted effect of over 70% in size; inactives centre near 23
Target sequence (P83916 whole entry, looked up): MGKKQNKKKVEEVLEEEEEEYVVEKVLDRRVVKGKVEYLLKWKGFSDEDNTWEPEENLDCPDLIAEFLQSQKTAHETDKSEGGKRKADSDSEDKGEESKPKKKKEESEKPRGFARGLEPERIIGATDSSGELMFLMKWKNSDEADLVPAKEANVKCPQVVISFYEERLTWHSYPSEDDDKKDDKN
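HP1-beta protein (50 nM final) preincubated 30 min at room temperature with biotinylated H3(1-18)K9me3 peptide (50 nM) in PBS pH 7.4, 0.01% Tween-20, then compound added for 30 min. AlphaScreen streptavidin donor/nickel chelate acceptor beads (10 ug/mL final), 30 min dark, luminescence read.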
Pin1 inh: blocks the human prolyl isomerase Pin1. Q13526. Pin1 FP peptide displacement, HiFluor488, 10 min. Potency, µM (doses to about 115 µM), for the others: at the top dose activity, negative = inhibition, most hits filed as inhibitors. actives 0.009% (n = 390,000); active means well fitted inhibition curve with a large enough effect in the polarisation, with a control signal flat, not every such curve was filed as active; inconclusive means small, poorly fitted or top-dose-only effect, or effect the other way, or a change in a side signal; inactive means no such curve, though single readings can be large or run the other way; the % refers to the polarisation; further: on the % scale 0 is the no-effect control and ±100 the full control effect
RGS4 inh: human RGS4 inhibition; Transcreener GDP fluorescence polarization, RGS4-accelerated GTP hydrolysis; P49798; actives 0.039% (n = 390,000); Potency, µM (titrated, usually from 114 µM), without a hit: at the highest dose activity change, negative = inhibition, usual class: inhibitors; further: on the % scale 0 is the no-effect control and ±100 the full control effect; nearly all actives have a fitted effect of over 75% in size; some results filed as inactive show a strong effect at the top dose
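MLSMR compounds (23 nl, pin-transferred) preincubated 10 min at room temperature with a 500nM (2x) first reagent, then RGS4 at 900nM (2x) plus Transcreener GDP mix added; fluorescence polarization (620/688 nm) read before and after 90 min at 30 °C.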
GLS inh: blocks human kidney-isoform glutaminase activity | O94925 | GLS enzymatic activity, qHTS titration | Potency, µM (series often up to 45.5 µM), for inactives: top-dose activity change, negative = inhibition, usual class: inhibitors | actives 0.21% (n = 410,000) | AID 624170; further: on the % scale 0 is the no-effect control and ±100 the full control effect
Target sequence (O94925 whole entry, looked up, canonical isoform): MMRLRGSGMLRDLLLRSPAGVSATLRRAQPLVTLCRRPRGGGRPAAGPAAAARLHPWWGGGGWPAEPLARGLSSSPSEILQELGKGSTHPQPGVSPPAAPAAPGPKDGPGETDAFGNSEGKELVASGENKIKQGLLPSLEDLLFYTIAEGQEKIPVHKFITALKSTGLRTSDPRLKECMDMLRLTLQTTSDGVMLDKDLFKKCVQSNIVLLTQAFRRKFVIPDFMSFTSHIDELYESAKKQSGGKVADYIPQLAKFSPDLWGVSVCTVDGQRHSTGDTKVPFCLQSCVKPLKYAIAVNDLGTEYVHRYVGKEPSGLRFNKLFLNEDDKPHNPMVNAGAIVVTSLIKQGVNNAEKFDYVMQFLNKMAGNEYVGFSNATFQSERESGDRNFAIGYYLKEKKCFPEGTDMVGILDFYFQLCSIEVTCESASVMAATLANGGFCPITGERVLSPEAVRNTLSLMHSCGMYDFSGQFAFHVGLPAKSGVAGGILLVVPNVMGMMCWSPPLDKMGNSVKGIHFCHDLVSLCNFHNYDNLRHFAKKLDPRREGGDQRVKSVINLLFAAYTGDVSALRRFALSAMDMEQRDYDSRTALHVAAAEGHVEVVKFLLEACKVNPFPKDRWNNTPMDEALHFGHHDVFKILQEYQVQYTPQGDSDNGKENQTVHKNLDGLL
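hKGA; 45 mM KH2PO4 pH 8.2 + 0.02% Tween-20; cpd via pin tool; 1 mM Gln soln; GluOx/HRP/Amplex Red; RT 30 min; fluor. t0 & final.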
PGK inhibitor: inhibitors of T. brucei phosphoglycerate kinase; Potency, µM (doses to about 57.5 µM), for inactives: at the top dose activity change, negative = inhibition, most hits filed as inhibitors; AID 602233; PGK/GAPDH coupled, Kinase-Glo luminescence, 60 min; P07378; actives 0.043% (n = 380,000); further: on the % scale 0 is the no-effect control and ±100 the full control effect; nearly all actives have a fitted effect of over 60% in size
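Luminescent ATP detection (Kinase-Glo Plus) follows a 60-minute room-temperature incubation, with wells lacking PGK as controls. Buffer: 100 mM TEA (pH 7.6), 5 mM MgCl2, 0.01% Tween-20. Coupling enzyme GAPDH (100 nM final) supplies unstable 1,3-BPG in-well.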
ERG-DNA inh: ERG Ets/DNA interaction inhibition. P11308. fluorescence polarization, His-ERG Ets domain / labelled DNA. Potency, µM (titrated, usually from 76.9 µM), for the others: at the highest dose FP activity, negative = inhibition, most hits filed as inhibitors. actives 0.028% (n = 370,000). AID 624246; active means well fitted inhibition curve with a large enough effect in the polarisation, with a control signal flat; inconclusive means small, poorly fitted or top-dose-only effect, or effect the other way, or a change in a side signal; inactive means no such curve, though single readings can be large or run the other way; the % refers to the polarisation;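 further: polarization taken with two DNA probes labelled with fluorescein and Texas red; % of control where 0% means no effect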
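His-tagged ERG Ets domain (1 uM in the protein solution; 300mM KCl, 50mM Tris-HCl, 1mM EDTA, 1mM DTT, pH 7.5) received compound, then a probe mix of 5 nM fluorescein-DNA and 100nM Texas-615-DNA. Fluorescence polarization was read for both dyes.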
12-LOX inh: ALOX12 (human) lipoxygenase inhibition | AID 1671190 | actives 1.1% (n = 580,000) | purified 12hLO, xylenol orange hydroperoxide absorbance | Potency, µM (titrated, usually from 108 µM), for the others: top-dose activity change, negative = inhibition, most hits filed as inhibitors; further: on the % scale 0 is the no-effect control and ±100 the full control effect
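Hydroperoxide product was detected by ferrous iron/xylenol orange as the 573 to 405 nm absorbance ratio. Arachidonic acid at 40 uM (final) was turned over for 30 min at room temperature by 150 nM human 12hLO, pH 7.0 Hepes buffer, after 15 min compound preincubation.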
rTrxR1 inhibitor: blocks rat thioredoxin reductase 1; Potency, µM (doses to about 114 µM), without a hit: top-dose activity change, negative = inhibition, hits mostly inhibitors; AID 588453; recombinant rTrxR1, NADPH fluorescence consumption, selenite substrate; actives 1% (n = 390,000); further: on the % scale 0 is the no-effect control and ±100 the full control effect; nearly all actives have a fitted effect of over 65% in size
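Rat TrxR1 (90 nM in the dispensed reagent) was pre-reduced with 400 uM NADPH for 5 min at room temperature, then incubated with compound for 15 min. After 400 uM selenite was added, NADPH fluorescence (Ex 340/Em 450 nm) was followed for 8 min.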
JMJD2A Tudor: blocks the human JMJD2A Tudor domain | AID 504339 | Potency, µM (doses to about 114 µM), without a hit: top-dose activity change, negative = inhibition, usual class: inhibitors | AlphaScreen JMJD2A-Tudor / H3K4me3 peptide binding | actives 4.4% (n = 390,000); further: on the % scale 0 is the no-effect control and ±100 the full control effect; nearly all actives have a fitted effect of over 50% in size
* hit, by the source's call; i = inactive; ? = inconclusive; nt = not tested or not shown; [ ] = dose if it differs, or a comment. Unless noted, the call rests on the fitted dose curve; in most records, active means well fitted curve in the direction sought with a large enough effect; inconclusive means small, poorly fitted or top-dose-only effect, or another doubt; inactive means no such curve, though single readings can be large; an effect the other way counts as inactive or inconclusive. Potency means the concentration at half of the fitted maximal effect.

SMILES	HP1b chromo inh	Pin1 inh	RGS4 inh	GLS inh	PGK inhibitor	ERG-DNA inh	12-LOX inh	rTrxR1 inhibitor	JMJD2A Tudor
CCOc1ccc(/C(C)=N/NC(=O)c2nnn(-c3nonc3N)c2-c2cccs2)cc1	31%	4%	17%	-1%	-7%	1%	13%	58%[activator]	-10%
O=[N+]([O-])c1cnc(Nc2ccccc2)nc1Nc1ccccc1	34%	0%	15%	-5%	4%	10%	4%	14%	-3%
CCC(=NN=C(CC)c1ccccc1O)c1ccccc1O	256%[activator]	-5%	0%	2%	3%	3%	-9%	13%[11.4 µM]	111%[activator]
Cc1ccc(C2Nc3ccccc3C(=O)N2Cc2ccco2)cc1 (stereo unspecified)	-9%	?	6%	12%	-4%	1%	?	?	-29%
CCOc1cccc(C(=O)N(Cc2ccc(N(C)C)cc2)CC2CCCO2)c1 (stereo unspecified)	3%	0%	-7%	44%[activator]	i	-4%	-21%	-4%	?
O=C(C1=NN[C@@H]2C(=O)N(c3cccc(F)c3)C(=O)[C@H]12)C(c1ccccc1)c1ccccc1	36%	24%	-14%	-7%	-1%	7%	-16%	-14%	-16%
COC(=O)C1=C(CCc2ccccc2)NC(=O)NC1c1ccc([N+](=O)[O-])cc1 (stereo unspecified)	29%	-4%	-12%	-8%	-10%	-15%	?	13%[57.1 µM]	-20%
CCOc1ccc(NC2c3ccccc3C(=O)N2Cc2ccc3c(c2)OCO3)cc1 (stereo unspecified)	?	?	-13%	17%	8%	-1%	-12%	2%[57.1 µM]	45µM*
O=C(Nc1ccc2c(c1)oc1ccccc12)c1cccnc1	20%	0%	-13%	-7%	-7%	-7%	95%[activator]	21%[57.1 µM]	12%
CCOC(=O)CSc1nc2c(sc(=S)n2-c2ccc(CC)cc2)c(=O)[nH]1	29%	?	?	4%	i	8%	?	8%	-24%
Nc1c(-c2ccccc2)cnn1C1CCS(=O)(=O)C1 (stereo unspecified)	33%	-6%	2%	-1%	-7%	7%	464%[activator]	-10%	-6%
CCN(CC)/[N+]([O-])=N/Oc1cc(O/[N+]([O-])=N/N2CCCC2CO)c([N+](=O)[O-])cc1[N+](=O)[O-] (stereo unspecified)	?	-3%	-53%	nt	nt	nt	nt	28%	20µM*
Cc1ccc2c(=O)c(CN3CCCCCC3)c(C)[nH]c2c1C	41%[activator]	0%	-10%	-3%	-1%	-10%	26%	-6%	-18%
CC(=O)Nc1ccc2c(c1)C(=O)c1ccc(Cl)cc1-2	21%	-6%	-10%	14%	-9%	0%	-28%	0%[57.1 µM]	-13%
Cc1ccccc1C(=O)NCc1ccncc1	23%	-3%	-12%	3%	1%	-3%	-4%	14%[57.1 µM]	-14%
CC1Cc2ccccc2N1C(=O)/C=C/c1cccc(F)c1 (stereo unspecified)	48%[activator]	-2%	3%	-7%	-3%	-1%	-1%	14%[57.1 µM]	13%
COc1ccc(Cl)cc1C(=O)NCc1cnn(C)c1C	34%	3%	5%	-21%	-10%	12%	?	-6%	8%
CCOC(=O)/C(C#N)=C/c1cn(CCC(=O)O)nc1-c1ccc(F)cc1	43%[activator]	-4%	4%	4%	7%	9%	-2%	-3%	-1%
COc1ccc(CCNS(=O)(=O)c2cccc(C)c2)cc1OC	28%	-2%	13%	-2%	6%	-12%	9%	12%	-6%
O=c1c2cn[nH]c2nc(SCc2ccc3c(c2)OCCO3)n1-c1ccccc1	15%	?	-8%	1%	-8%	-1%	6%	-1%[57.1 µM]	?
O=C(OCCN1C(=O)c2ccccc2C1=O)c1cc2ccccc2o1	9%	4%	15%	9%	-3%	nt	11%	-11%	1%
Cc1cccc(NS(=O)(=O)c2nnc(NC(=O)c3ccc(C)c(C)c3)s2)c1	28%	22%	-16%	11%	-11%	-1%	-3%	8%	-17%
CCC(=O)N1CCc2cc(Br)cc(S(=O)(=O)NCCc3ccccc3)c21	33%[activator]	-5%	-5%	4%	2%	-7%	0%	13%	12%
COC(=O)c1ccsc1-n1cc(C#N)c(=O)n(C)c1=O	33%	-8%	12%[56.9 µM]	2%	1%	-11%	-22%	-13%	-11%
Cc1ccc(NC(=S)NC2CC3CCCC(C2)N3Cc2cccs2)cc1 (stereo unspecified)	-13%	-4%	-5%	7%	i	nt	-3%[57.4 µM]	1%	-32%
Cc1cc(C(=O)CSc2nc3ccccc3c(=O)n2C)c(C)n1Cc1ccc2c(c1)OCO2	1%	-5%	-20%	-1%	-2%	11%	?	8%	-24%
OCCC1CN(Cc2nc(-c3ccc(F)cc3)cs2)CCN1CCc1ccccc1 (stereo unspecified)	19%	8%	-1%	13%	-1%	-6%	-12%	6%	-22%
c1ccn2c(SCc3ccc4c(c3)OCCO4)nnc2c1	32%	0%	-8%	3%	-3%	-2%	-7%	-3%	-6%
CCCn1c(=S)[nH]c2cc(OC)c(OC)cc2c1=O	23%	1%	3%	2%	3%	2%	-27%	16%	-14%
CCn1c(SCc2cccc(C)c2)nnc1-c1ccc(C)cc1	34%	-4%	-3%	-3%	0%	2%	7%	-9%[57.1 µM]	-6%
O=C(Nc1cc([N+](=O)[O-])ccc1N1CCOCC1)c1cccs1	30%	3%	-10%	-2%	-2%	5%	429%[activator]	37%[activator]	-24%
CCOC(=O)N1CCc2c(sc(NCc3cccs3)c2C(=O)Nc2cc(Cl)ccc2OC)C1	19%	33%[activator]	?	1%	-7%	0%	?	7%[57.1 µM]	?
FC(F)(F)c1cc(-c2ccc(Cl)cc2)nc2ncnn12	22%	-9%	-1%	7%	1%	-2%	0%	-26%	-6%
CCOC(=O)N1CCN(c2ncnc3c2[nH]c2ccc(OC)cc23)CC1	22%	-1%	-24%	23%	1%	-2%	-23%	11%[57.1 µM]	-7%
COc1ccc(N(C)C(=O)Cc2c(C(=O)O)[nH]c3ccccc23)cc1	-8%	-1%	13%	12%	12%	7%	-7%	-14%[57.1 µM]	-10%
CCOC(=O)[C@H]1[C@H]2COc3ccc(Br)cc3[C@H]2N2C(=O)CN(Cc3ccc(Cl)cc3)C(=O)[C@@]12C	34%	52%[activator]	14%	1%	3%	14%	?	12%	-27%
CN(c1cccc(Cl)c1)S(=O)(=O)c1cccc(C(=O)NN2CCOCC2)c1	27%	-1%	7%	10%	-4%	1%	17%	14%	-9%

Entries from the list above that contain four or more nitrogen atoms:
SMILES	HP1b chromo inh	Pin1 inh	RGS4 inh	GLS inh	PGK inhibitor	ERG-DNA inh	12-LOX inh	rTrxR1 inhibitor	JMJD2A Tudor
CCOc1ccc(/C(C)=N/NC(=O)c2nnn(-c3nonc3N)c2-c2cccs2)cc1	31%	4%	17%	-1%	-7%	1%	13%	58%[activator]	-10%
O=[N+]([O-])c1cnc(Nc2ccccc2)nc1Nc1ccccc1	34%	0%	15%	-5%	4%	10%	4%	14%	-3%
CCN(CC)/[N+]([O-])=N/Oc1cc(O/[N+]([O-])=N/N2CCCC2CO)c([N+](=O)[O-])cc1[N+](=O)[O-] (stereo unspecified)	?	-3%	-53%	nt	nt	nt	nt	28%	20µM*
O=c1c2cn[nH]c2nc(SCc2ccc3c(c2)OCCO3)n1-c1ccccc1	15%	?	-8%	1%	-8%	-1%	6%	-1%[57.1 µM]	?
Cc1cccc(NS(=O)(=O)c2nnc(NC(=O)c3ccc(C)c(C)c3)s2)c1	28%	22%	-16%	11%	-11%	-1%	-3%	8%	-17%
FC(F)(F)c1cc(-c2ccc(Cl)cc2)nc2ncnn12	22%	-9%	-1%	7%	1%	-2%	0%	-26%	-6%
CCOC(=O)N1CCN(c2ncnc3c2[nH]c2ccc(OC)cc23)CC1	22%	-1%	-24%	23%	1%	-2%	-23%	11%[57.1 µM]	-7%

An excerpt; count on the stated rates, not on these rows.
